HT1080-NT tox – kills 2HG-producing HT-1080-NT fibrosarcoma cells | HT-1080-NT fibrosarcoma viability, CellTiter-Glo ATP luminescence, 48 h | Potency, µM (titrated, usually from 46.1 µM), for inactives: at the highest dose activity, negative = less viability, usual class: cytotoxic | 360,000 tested, 1.6% active | AID 686970;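 note: NT is the 2HG producing partner of a matched IDH1 knockdown line; potency is the fitted concentration of half-maximal effect; 0% = DMSO-treated cells and -100% = media-only wells without cells; nearly all actives have a fitted effect of over 55% in size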
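HT-1080-NT; 750 cells/well; 5% FBS RPMI; 48 h compound, 37 degrees C; CellTiter-Glo luminescence; curve fitting and curve-class assignment.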
HT1080 IDH1KD tx – toxicity to HT-1080 IDH1 knockdown cells (counter line); Potency, µM (highest dose often 46.1 µM), inactives show at the top dose activity, negative = toxicity, actives largely listed as cytotoxic; HT-1080 IDH1 knockdown viability, ATP luminescence, 48 h; 360,000 tested, 2% active;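 note: potency is the fitted concentration of half-maximal effect; 0% = DMSO wells and -100% = cell-free medium wells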
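Using the IDH1-knockdown HT-1080 line run in the same batch and compound series as the NT line, viability after 48 h at 37 °C was determined by CellTiter-Glo luminescence and expressed as % activity.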
ATXN2 expr inh – inhibitors of ATXN2 expression | HEK-293 ATXN2-luciferase reporter, luminescence, 24 h | Potency, µM (top dose mostly 57 µM), for the others: at the highest dose activity change, negative = inhibition, actives largely listed as inhibitors | 360,000 tested, 0.72% active | AID 1745845; note: potency is the fitted concentration of half-maximal effect; % is set by controls: 0 for no effect and ±100 for the full control effect; nearly all actives have a fitted effect of over 55% in size
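qHTS (up to 57 uM final) was run with 24 h compound exposure of reporter cells at 37 °C. Each well was multiplexed: SteadyGlo luminescence measured ATXN2-luciferase expression after a fluorogenic Gly-Phe-AFC viability readout (25 uM final).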
KB-3-1 tox – kills parental KB-3-1 adenocarcinoma cells; AID 1347075; 400,000 tested, 1.4% active; KB-3-1 viability, CellTiter-Glo ATP luminescence, 72 h; Potency, µM (highest dose often 46.1 µM), for the others: at the highest dose activity change, negative = cytotoxic, most hits filed as cytotoxic; note: potency is the fitted concentration of half-maximal effect; % is set by controls: 0 for no effect and ±100 for the full control effect; nearly all actives have a fitted effect of over 60% in size
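KB-3-1 cells, DMEM (no phenol red) + 10% FBS; compound by pin transfer, 72 h, 37 °C. Readout: CellTiter-Glo luminescence after 10 min. Data normalized, curve-fitted.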
SW480 rereplic – inducers of DNA re-replication in SW480 colon cancer cells. SW480 DNA re-replication, Hoechst DNA content imaging, 48 h. Potency, µM (highest dose often 46.1 µM), for the others: at the highest dose re-replication activation, hits mostly activators. 340,000 tested, 1.8% active. AID 624297; note: potency is the fitted concentration of half-maximal effect; % of control where 0% means no effect; nearly all actives have a fitted effect of over 55% in size
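250 cells/well; 23 nL cpd via pin tool; 48 hr, 37 C, 5% CO2; Hoechst 40 min; imager read of total nuclear intensity, ex 405/em 500-530 nm.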
MCF10A rereplic – DNA re-replication induction in MCF 10a cells. Potency, µM (doses to about 46.1 µM), for inactives: at the top dose activity, positive = re-replication, usual class: activators. AID 624296. 350,000 tested, 2.9% active. MCF 10A DNA re-replication, Hoechst nuclear intensity, 48 h; note: potency is the fitted concentration of half-maximal effect; % of control where 0% means no effect; nearly all actives have a fitted effect of over 50% in size
HepG2 viability – counter-screen for TGF-b inhibitors: cytotoxicity in HepG2 cells; HepG2 CAGA-GFP viability, ATP luminescence, 18 h; Potency, µM (series often up to 46.1 µM), inactives show at the highest dose activity change, negative = cytotoxicity, usual class: cytotoxic; 410,000 tested, 0.76% active; AID 588856; note: potency is the fitted concentration of half-maximal effect; some results filed as inactive show a strong effect at the top dose
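CellTiter-Glo luminescence gave cytotoxicity after 18 hours at 37 degrees C. The cells were HepG2 CAGA-GFP in 1% FBS DMEM, stimulated with 500 pg/mL TGF-beta after compound addition. %Activity was normalised to no-cell wells (complete cell-killing) and DMSO (no toxicity), and curves were fitted and classified.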
IL-1B inflam inh – inhibitors of inflammasome signaling (IL-1 beta secretion); THP-1 LPS/ATP IL-1B secretion, AlphaLISA, 16 h; stronger effect = lower value; activity change, % at 57.5 µM; 360,000 tested, 4.7% active; AID 743279; in the data active = activity change below about -50%; inconclusive = mostly about -30% to -49%; note: % is set by controls: 0 for no effect and ±100 for the full control effect
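THP-1 cells pretreated 1 hr with compounds (up to 57.5 uM final), then stimulated with LPS (250 ng/mL final) plus ATP (1.25 mM final); secreted IL-1B measured by AlphaLISA after 16 hr, decreased signal indicating inhibition.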
ATXN viability – cell viability loss in ATXN counter-screen. S2 cells (HEK-293 line with an ATXN2-luciferase reporter) viability, CellTiter-Fluor protease fluorescence, 24 h. Potency, µM (top dose mostly 56.7 µM), usual class: cytotoxic. 400,000 tested, 0.49% active. AID 651635; note: potency is the fitted concentration of half-maximal effect; nearly all actives have a fitted effect of over 40% in size
Active calls of the source: *; [ ] = dose if it differs, or a comment. Unless noted, calls come from the whole dose curve; as a rule, active = well fitted curve in the direction sought with a large enough effect; inconclusive = small, poorly fitted or top-dose-only effect, or another doubt; inactive = no such curve, though single readings can be large; an effect the other way counts as inactive or inconclusive. Compounds as they come; about 8.9% have a hit in one of these screens.

Screening COc1cccc(/C=N/NC(=O)CCCc2ccc(OC)c(C)c2)c1 returned HT1080-NT tox -3%, HT1080 IDH1KD tx -1%, ATXN2 expr inh 4%, KB-3-1 tox -6%, SW480 rereplic 0%, MCF10A rereplic 1%, HepG2 viability -6%, IL-1B inflam inh 9 and ATXN viability inactive.
Screening Clc1ccccc1-c1cccc2nccn12 returned HT1080-NT tox -2%, HT1080 IDH1KD tx -20%, ATXN2 expr inh 5%, KB-3-1 tox -2%, HepG2 viability 3%, IL-1B inflam inh -15 and ATXN viability inactive.
`O=C(O)Cc1ccc(-c2ccccc2-c2ccccc2)cc1` gave HT1080-NT tox -1%, HT1080 IDH1KD tx -3%[9.24 µM], ATXN2 expr inh -1%, KB-3-1 tox -2%, SW480 rereplic -4%, MCF10A rereplic 14%, HepG2 viability 12%, IL-1B inflam inh 17 and ATXN viability inactive.
For O=C1CCc2cc(S(=O)(=O)N3CCCC3C(=O)N3CCN(c4ccccc4F)CC3)ccc2N1 (stereo unspecified) the results were HT1080-NT tox 14%, HT1080 IDH1KD tx -1%, ATXN2 expr inh 0%, KB-3-1 tox 5%, SW480 rereplic 4%, MCF10A rereplic 17%, HepG2 viability -17%, IL-1B inflam inh inconclusive and ATXN viability inactive.
`CCc1nnc(NC(=O)CCN2C(=O)/C(=C/c3cc(OC)c(OC)c(OC)c3)SC2=S)s1` gave HT1080-NT tox 17%, HT1080 IDH1KD tx -5%, ATXN2 expr inh 17%, KB-3-1 tox -2%, SW480 rereplic -10%, MCF10A rereplic 20%, HepG2 viability 5%, IL-1B inflam inh 1 and ATXN viability inactive.
For CCc1nnc(NC(=O)C(C)N2C(=O)C3C4C=CC(C4)C3C2=O)s1 (stereo unspecified) the results were HT1080-NT tox 17%, HT1080 IDH1KD tx 6%, ATXN2 expr inh -34%, KB-3-1 tox 24%, SW480 rereplic 0%, MCF10A rereplic 2%, HepG2 viability 12%, IL-1B inflam inh 0 and ATXN viability inactive.
For O=C1CN(C(=O)COc2c(F)c(F)cc(F)c2F)c2ccccc2N1 the results were HT1080-NT tox -5%, HT1080 IDH1KD tx -5%, ATXN2 expr inh 9%, KB-3-1 tox -9%, SW480 rereplic 2%, MCF10A rereplic -36%[inhibitor], HepG2 viability -15%, IL-1B inflam inh 40 and ATXN viability inactive.
For CC(C)(C)c1ccc(-c2csc(NNC3=NCCCCC3)n2)cc1 the results were HT1080-NT tox -2%, HT1080 IDH1KD tx inconclusive, ATXN2 expr inh inconclusive, KB-3-1 tox 3%, SW480 rereplic inconclusive, MCF10A rereplic inconclusive, HepG2 viability -45%, IL-1B inflam inh -61* and ATXN viability inconclusive.
For COc1ccc2oc(/C=C/N(C)C)c(C(=O)c3ccc(Cl)cc3)c2c1 the results were HT1080-NT tox inconclusive, HT1080 IDH1KD tx inconclusive, ATXN2 expr inh inconclusive, KB-3-1 tox -5%, SW480 rereplic 18%, MCF10A rereplic 6.3µM*, HepG2 viability -25%, IL-1B inflam inh -2 and ATXN viability inactive.
For O=C(Nc1nnc(C2CC2)s1)c1ccccn1 the results were HT1080-NT tox 7.1µM*, HT1080 IDH1KD tx 5µM*, ATXN2 expr inh 0%, KB-3-1 tox inconclusive, SW480 rereplic -5%, MCF10A rereplic 3%, HepG2 viability -39%, IL-1B inflam inh 13 and ATXN viability inactive.
CCOC(=O)N1CCN(Cc2c(O)ccc3ccccc23)CC1 was read as HT1080-NT tox 3%, HT1080 IDH1KD tx 2%, ATXN2 expr inh 2%, KB-3-1 tox 9%, SW480 rereplic 5%, MCF10A rereplic 25%, HepG2 viability 0%, IL-1B inflam inh 3 and ATXN viability inactive.
`Cc1noc(C)c1CSc1nc2ccccc2[nH]1` gave HT1080-NT tox 17%, HT1080 IDH1KD tx 3%, ATXN2 expr inh 8%, KB-3-1 tox 13%, SW480 rereplic 4%, MCF10A rereplic 1%, HepG2 viability -9%, IL-1B inflam inh -2 and ATXN viability inactive.
For CCN(CC)C(=O)c1cccc(NC(=O)CCc2nc3sc4c(c3c(=O)[nH]2)CCCC4)c1 the results were HT1080-NT tox -4%, HT1080 IDH1KD tx -4%, ATXN2 expr inh -21%, KB-3-1 tox -19%, SW480 rereplic -3%, MCF10A rereplic 12%, HepG2 viability -12%, IL-1B inflam inh -16 and ATXN viability inactive.
Screening CC(C)Cc1nc2oc3c(=O)[nH]cnc3c2c2c1CCCC2 returned HT1080-NT tox 7%, HT1080 IDH1KD tx -9%, ATXN2 expr inh -3%, KB-3-1 tox 16%, SW480 rereplic -83%[inhibitor], MCF10A rereplic 1%, HepG2 viability 9%, IL-1B inflam inh 11 and ATXN viability inconclusive.
CN(CC(=O)NCc1ccccc1Cl)CC(=O)Nc1ccccc1Br was read as HT1080-NT tox -6%, HT1080 IDH1KD tx 2%, ATXN2 expr inh -6%, KB-3-1 tox -15%, SW480 rereplic -16%, MCF10A rereplic 4%, HepG2 viability -5%, IL-1B inflam inh inconclusive and ATXN viability inactive.
Screening CCCSc1nc2sc3c(c2c(=O)[nH]1)CC(C)(CC)OC3 (stereo unspecified) returned HT1080-NT tox 22%, HT1080 IDH1KD tx 26%, ATXN2 expr inh -3%, KB-3-1 tox -1%, SW480 rereplic 29%, MCF10A rereplic 6%, HepG2 viability -14%, IL-1B inflam inh -7 and ATXN viability inconclusive.
Screening COc1ccc(N2CCN(C(=O)CSc3nnc4nc(C)cc(C)n34)CC2)cc1 returned HT1080-NT tox 3%[9.24 µM], HT1080 IDH1KD tx -10%, ATXN2 expr inh -4%, KB-3-1 tox -18%, SW480 rereplic -4%, MCF10A rereplic 0%, HepG2 viability -9%, IL-1B inflam inh 17 and ATXN viability inactive.
O=C(NCCC1=CCCCC1)C1CCCN(S(=O)(=O)c2cccnc2)C1 (stereo unspecified) was read as HT1080-NT tox -1%, HT1080 IDH1KD tx 0%, ATXN2 expr inh -9%, KB-3-1 tox 1%, SW480 rereplic -5%, MCF10A rereplic 11%, HepG2 viability -8%, IL-1B inflam inh 43 and ATXN viability inactive.
O=C(Nc1cc(S(=O)(=O)N2CCCCC2)ccc1Cl)c1ccccc1NS(=O)(=O)c1ccc(F)cc1 was read as HT1080-NT tox 0.58µM*, HT1080 IDH1KD tx inconclusive, ATXN2 expr inh inconclusive, KB-3-1 tox 4.6µM*, SW480 rereplic inconclusive, MCF10A rereplic inconclusive, HepG2 viability -29%, IL-1B inflam inh -22 and ATXN viability inconclusive.
`CCOC(=O)c1c(CN2CCN(CC#N)CC2)n(C)c2cc(Br)c(OC)cc12` gave HT1080-NT tox inconclusive, HT1080 IDH1KD tx 21µM*, ATXN2 expr inh inconclusive, KB-3-1 tox 0%, SW480 rereplic inconclusive, MCF10A rereplic inconclusive, HepG2 viability -7%, IL-1B inflam inh -63* and ATXN viability inactive.
`COc1ccc(S(=O)(=O)N(CCc2ccccc2)CC(=O)N2CCOCC2)cc1` gave HT1080-NT tox -20%, HT1080 IDH1KD tx inconclusive, ATXN2 expr inh 1%, KB-3-1 tox 0%, SW480 rereplic -8%, MCF10A rereplic -182%[0.0737 µM], HepG2 viability -15%, IL-1B inflam inh -11 and ATXN viability inactive.
For CCCCNC(=O)c1cnc2c(-c3ccc(OCC)c(OCC)c3)c(C)nn2c1-c1ccccc1 the results were ATXN2 expr inh 3%, KB-3-1 tox 7%, HepG2 viability 6% and ATXN viability inactive.
Screening Cc1cc(=O)[nH]c(SCC(=O)C23CC4CC(CC(C4)C2)C3)c1C#N returned HT1080-NT tox inconclusive, HT1080 IDH1KD tx inconclusive, ATXN2 expr inh 20%, KB-3-1 tox inconclusive, SW480 rereplic inconclusive, MCF10A rereplic inconclusive, HepG2 viability -34%, IL-1B inflam inh inconclusive and ATXN viability inactive.
Screening CCOC(=O)C1=C[C@@H](C(C)C)N(S(=O)(=O)c2ccc([N+](=O)[O-])cc2)[C@H]1c1ccccc1 returned HT1080-NT tox 0%, HT1080 IDH1KD tx -19%, ATXN2 expr inh -13%, KB-3-1 tox 12µM*, HepG2 viability -24%, IL-1B inflam inh -1 and ATXN viability inactive.
For COc1ccc(C(=O)COC(=O)c2cncc(Br)c2)cc1 the results were HT1080-NT tox 14%, HT1080 IDH1KD tx 11%, KB-3-1 tox -1%, SW480 rereplic -24%, MCF10A rereplic 2%, HepG2 viability -4% and IL-1B inflam inh 15.
Cc1ccc(NC(=O)C2CC(=O)N(CCc3ccccc3)C2)cc1Cl (stereo unspecified) was read as HT1080-NT tox 0%, HT1080 IDH1KD tx 2%, ATXN2 expr inh 3%, KB-3-1 tox 1%, SW480 rereplic -5%, MCF10A rereplic 5%, HepG2 viability -15%, IL-1B inflam inh -28 and ATXN viability inactive.
For COc1cc(CN(C2CCCCC2C)S(=O)(=O)c2ccc(S(=O)(=O)NC3CC3)cc2)cc(OC)c1OC (stereo unspecified) the results were HT1080-NT tox -5%, HT1080 IDH1KD tx -5%, ATXN2 expr inh 0%, KB-3-1 tox inconclusive, SW480 rereplic 2%, MCF10A rereplic 10%, HepG2 viability -27%, IL-1B inflam inh 19 and ATXN viability inactive.

Screening data deposited in PubChem BioAssay by National Center for Advancing Translational Sciences (NCATS).
